Source: PubChem
BRCA1 expr act: qHTS Assay to Identify Small Molecule Activators of BRCA1 Expression. Potency, µM (highest dose often 46.1 µM), inactives show at the top dose activation, most hits filed as activators. MCF7-BRCA1-FFLuc reporter, luminescence, 48 h; response scale: scaled: vehicle 0%, 10 µM genistein 100%. 380,000 compounds, 1.1% hits; note: nearly all actives have a fitted effect of over 80% in size; some results filed as inactive show a strong effect at the top dose
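Cells: MCF7-BRCA1-FFLuc, 2000/well. Exposure: 48 h, 37 °C, 5% CO2. Read: luminescence, 15 min post-substrate. Controls: genistein 10 microM (maximal activation), DMSO (neutral).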
Gal4-VP16 FLuc: VP16 counterscreen qHTS for inhibitors of ROR gamma transcriptional activity | AID 2546, 2010 | Potency, µM (top dose mostly 53.6 µM), inactives show at the top dose activity, negative = inhibition, hits mostly inhibitors | 310,000 compounds, 3.5% hits | Drosophila S2 Gal4-VP16 UAS-luciferase, luminescence, 20 h;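 note: Gal4-VP16 expression switched on by copper sulfate through the metallothionein promoter; % is set by controls: 0 for no effect and ±100 for the full control effect; nearly all actives have a fitted effect of over 50% in size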
FLuc modulator: qHTS profiling assay for firefly luciferase inhibitor/activator using purifed enzyme and Km concentrations of substrates (counterscreen for miR-21 project); Luciferin 4-monooxygenase (Photinus pyralis), P08659; purified FLuc, Km substrates, luminescence inhibition; Potency, µM (titrated, usually from 57.5 µM), for the others: at the highest dose activity change, negative = inhibition, most hits filed as inhibitors; 360,000 compounds, 6.9% hits; AID 588342, 2011;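 note: plate controls were vehicle for no effect and reference inhibitor for full effect; nearly all actives have a fitted effect of over 55% in size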
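Biochemical qHTS of compounds, final roughly 60 µM downward over six points, against 10 nM purified firefly luciferase using Km concentrations of substrates (10 uM D-luciferin, 10 uM ATP) in Tris acetate pH 7.5 buffer; luminescence output.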
Rab9 promoter act: qHTS Assay for Rab9 Promoter Activators | Huh7 Rab9 promoter-luciferase reporter, luminescence, 24 h | Potency, µM (highest dose often 9.22 µM), for the others: at the highest dose activation, negative = inhibition, most hits filed as activators | 320,000 compounds, 2.8% hits; note: % of control where 0% means no effect; nearly all actives have a fitted effect of over 60% in size
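Luciferase signal after 10 min detection reagent at ambient indicates Rab9 promoter upregulation; stably transfected Huh7 cells were treated 24 h with compound in DMSO at 37 °C, 5% CO2.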
ELG1 genotox: qHTS screen for small molecules that induce genotoxicity in human embryonic kidney (HEK293T) cells expressing luciferase-tagged ELG1 | HEK293T ELG1-luciferase reporter, luminescence, 16 h | Potency, µM (titrated, usually from 46 µM), for the others: at the top dose activity change, positive = activation, hits mostly activators | 330,000 compounds, 1.3% hits; note: % of control where 0% means no effect; nearly all actives have a fitted effect of over 60% in size
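Screening used a luciferase reporter fused to human ELG1 in HEK293T cells. Luminescence was read on a CCD plate imager after 16 hr exposure and 30 min ONE-Glo incubation.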
uPA generation: qHTS for Inhibitors of Cell Surface uPA Generation. cell surface uPA generation assay, qHTS. Potency, µM (highest dose often 38.3 µM), for the others: at the highest dose activity change, negative = inhibition, usual class: inhibitors. 330,000 compounds, 0.31% hits; active = well fitted inhibition curve with a large enough effect; inconclusive = small, poorly fitted or top-dose-only effect; inactive = no such curve, though single readings can be large or run the other way; tested in mouse RAW 264.7 cells; note: % is set by controls: 0 for no effect and ±100 for the full control effect; nearly all actives have a fitted effect of over 55% in size
NPC1 prom act: qHTS Assay for NPC1 Promoter Activators | Potency, µM (titrated, usually from 9.22 µM), inactives show top-dose activation, usual class: activators | Huh7 NPC1 promoter luciferase reporter, 24 h | 320,000 compounds, 2.4% hits;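 note: % of control where 0% means no effect; nearly all actives have a fitted effect of over 60% in size; reporter is driven by a mutant NPC1 promoter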
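Quantitative HTS used a cell-based reporter: Huh7 cells stably bearing the NPC1 promoter upstream of luciferase were treated with compounds for 24 h, and promoter activation was read as luminescence.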
p53 reactivation: qHTS assay for re-activators of p53 using a Luc reporter. H1299 p53-A138V BP100-luciferase reporter, luminescence, 24 h. Potency, µM (series often up to 92.2 µM), for the others: at the top dose activity change, positive = activation, most hits filed as activators. 320,000 compounds, 0.063% hits; note: % of control where 0% means no effect; nearly all actives have a fitted effect of over 45% in size
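p53-null H1299 cells stably carrying temperature-sensitive p53-A138V and a BP100-luciferase reporter were pinned with compounds (4-point, 1:5 series) and held 24 hrs at 37 deg C. Luminescence was read 10 min after detection reagent.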
RORg inh: qHTS for inhibitors of ROR gamma transcriptional activity; Drosophila S2 Gal4-RORgamma UAS-luciferase reporter, 20 h; AID 2551, 2010; 310,000 compounds, 5.4% hits; Nuclear receptor ROR-gamma (Mus musculus), P51450; Potency, µM (titrated, usually from 53.6 µM), inactives show at the top dose activity change, negative = inhibition, hits mostly inhibitors; note: % is set by controls: 0 for no effect and ±100 for the full control effect; nearly all actives have a fitted effect of over 60% in size
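A Gal4/UAS one-hybrid system in insect cells: metallothionein-promoter Gal4–ROR gamma fusion plus Photinus luciferase reporter. Copper sulfate 700 uM final, 20 hr ambient incubation, luminescent detection after 10 min with reagent.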
MLL CXXC-DNA inh: qHTS Fluorescence Polarization Assay for Inhibitors of MLL CXXC domain - DNA interaction; MLL-CXXC / FITC-HOXA9 DNA fluorescence polarization; Potency, µM (doses to about 115 µM), inactives show top-dose activity change, negative = inhibition, most hits filed as inhibitors; 290,000 compounds, 0.037% hits; AID 2662, 2010; active = well fitted inhibition curve with a large enough effect in the polarisation, with a control signal flat, not every such curve was filed as active; inconclusive = small, poorly fitted or top-dose-only effect, or effect the other way, or a change in a side signal; inactive = no such curve, though single readings can be large or run the other way; the % refers to the polarisation
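Steps: dispense CXXC domain solution (7 uM) → pin compounds or unlabeled HOX-A9 DNA control → 5 min ambient → add FLSN-HOX-A9 solution (50 nM) → spin → 30 min ambient → fluorescence polarization. Tris pH 7.5/NaCl/DTT/BSA buffer.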
MBNL1 CUG block: qHTS Assay for Inhibitors of MBNL1-poly(CUG) RNA binding. Muscleblind-like protein 1 (Homo sapiens), Q9NR56. TR-FRET MBNL1-His/biotin-(CUG)12 binding, 665/545 ratio. Potency, µM (titrated, usually from 57.5 µM), inactives show at the top dose activity change, negative = inhibition, most hits filed as inhibitors. 280,000 compounds, 0.036% hits; active = well fitted inhibition curve with a large enough effect in the signal ratio, with a control signal flat, not every such curve was filed as active; inconclusive = small, poorly fitted or top-dose-only effect, or effect the other way, or a change in a side signal; inactive = no such curve, though single readings can be large or run the other way; the % refers to the signal ratio; note: % is set by controls: 0 for no effect and ±100 for the full control effect
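Inhibition of protein-RNA binding appears as loss of TR-FRET between terbium anti-His antibody on MBNL1-His and streptavidin-XL665 on biotin-(CUG)12. Activity is normalized to buffer-only and uninhibited-complex controls.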
An asterisk follows results filed as active; ? = inconclusive; nt = not tested or not shown; [ ] = dose if it differs, or a comment. Unless noted, calls come from the whole dose curve; as a rule, active = well fitted curve in the direction sought with a large enough effect; inconclusive = small, poorly fitted or top-dose-only effect, or another doubt; inactive = no such curve, though single readings can be large; an effect the other way counts as inactive or inconclusive. Potency is the fitted concentration of half-maximal effect. Not all compounds are listed; rates above refer to the full screens.

Values run as follows: BRCA1 expr act | Gal4-VP16 FLuc | FLuc modulator | Rab9 promoter act | ELG1 genotox | uPA generation | NPC1 prom act | p53 reactivation | RORg inh | MLL CXXC-DNA inh | MBNL1 CUG block
> CCCCNc1c([N+](=O)[O-])ncn1C
  -4% | -5% | 0% | -3% | 0% | 2% | -4% | -1% | 9% | 4% | 23%
> O=c1c2ccccc2nc2c3ccccc3c3nncn3n12
  -20% | -9% | 1% | 5% | 0% | -9% | 6% | 3% | -29% | 0% | 3%
> COc1ccccc1NC(=O)C(C)NS(=O)(=O)c1ccc(F)cc1 (configuration not stated)
  -7% | 18% | 1% | 1% | -2% | 9% | -1% | -4% | 17% | 3% | 1%
> O=c1c2ccccc2nc(-c2ccco2)n1CCc1ccc(O)cc1
  -33% | 1% | -15% | 6% | -15% | 1% | -5% | -1% | -4% | 4% | 1%
> S=C(NCCc1c[nH]c2ccccc12)NC1CCCC1
  18% | -9% | -11% | 0% | -3% | 0% | 14% | 2% | -6% | 10% | -20%
> CCOC(=O)c1ccc(NC(=O)Nc2ccc3c(c2)OCCO3)cc1
  7% | -12% | 19µM* | -4% | -3% | nt | -1% | 14% | 86% | -6% | -1%
> Cc1nn(Cc2ccc(C(=O)Nc3nc4c(C)cccc4s3)o2)c(C)c1Br
  -35% | 0% | 0% | -3% | -4% | 1% | -9% | 1% | -5% | 31%[activator] | -1%
> Cc1cc(NC(=O)CSc2nc3ccccc3[nH]2)n(-c2ccccc2)n1
  -13% | -5% | -1% | -4% | -7% | 5% | 0% | 0% | 26% | -3% | 5%
> CCOc1ccc(C(=O)N2CCN(Cc3ccccc3)CC2)cc1
  25% | 1% | -5% | 5% | -4% | 7% | -5% | 0% | 25% | 0% | -6%
> Cc1ccc(S(=O)(=O)Nc2ccc(N(C)S(=O)(=O)c3ccc(C)cc3)cc2)cc1
  -47% | 3% | -1% | 0% | -9% | 4% | -4% | 5% | 13% | 0% | 1%
> CC(=O)Nc1ccc(C(=O)N/N=C/c2cc(Br)cc(Br)c2O)cc1
  -90% | -25% | -19% | -5% | 4% | 3% | -14% | 2% | 5µM* | 21% | 4%
> CCOc1cc(Br)ccc1S(=O)(=O)NCc1ccccc1
  -14% | -12% | 1% | -4% | -8% | 5% | -3% | -8% | 8% | -4% | 1%
> O=C(CSc1n[nH]c(-c2ccccc2)n1)Nc1ccc(Br)cn1
  3% | 26% | -3% | -2% | 9% | -2% | 0% | ? | ? | 16% | -3%
> Cc1cccc(NC(=O)CNC(=O)CN2C(=O)NC3(CCc4ccccc43)C2=O)c1C (configuration not stated)
  1% | nt | 1% | 8% | 1% | 7% | 0% | -8% | nt | nt | nt
> CC(=O)c1ccc(Oc2cnccn2)cc1
  -42% | 4% | -3% | -2% | -1% | 1% | 5% | 1% | 10% | -1% | -17%
> Cc1cc(Cl)c2oc(C(=O)N(CCO)Cc3ccccc3)c(C)c2c1
  56% | 12% | -20% | 26% | ? | -2% | 11% | nt | ? | -17% | 1%
> COc1ccc(-n2nc(C(=O)NCCCN3CCOCC3)c3ccccc3c2=O)c(OC)c1
  4% | 2% | 2% | 3% | 5% | 2% | -12% | -7% | -15% | 1% | 13%
> O=C(Nc1ncccc1Cl)C(Sc1ccccc1)c1ccccc1 (configuration not stated)
  3% | -2% | 2% | 0% | -1% | -2% | -3% | 0% | 26% | -3% | -6%
> O=C(CSc1nnnn1-c1ccc(O)cc1)Nc1cccc(S(=O)(=O)N2CCCC2)c1
  -53% | ? | 1% | -2% | -12% | -6% | -2% | 4% | 22% | -20% | 4%
> Cc1ccc(N(CC(=O)NCc2ccc(F)cc2)C(=O)c2csnn2)cc1C
  -4% | ? | 4% | 5% | -5% | 8% | -1% | -2% | ? | -2% | -5%
> COC(=O)c1cc(OC)c(OC)cc1NC(=O)c1cccc(OC)c1OC
  -25% | -18% | -4% | -8% | -5% | 2% | 3% | 1% | 14% | 6% | -4%
> O=C(Cn1c(=O)n(-c2ccccc2)c(=O)c2sccc21)NCc1ccccc1
  -3% | -3% | 2% | -1% | 17% | 7% | -1% | -2% | 9% | 9% | 3%
> CC(C)[C@H](NC(=O)NCc1cccs1)C(=O)O
  6% | 1% | 6% | 5% | 2% | -8% | -1% | -6% | 9% | -8% | 1%
> O=C1NN(c2ccc(F)cc2)C(=O)/C1=C/c1cccs1
  -3% | 22% | 24µM* | -3% | -1% | nt | -1% | -1% | -42% | -25% | 4%
> CS(=O)(=O)N(CC(=O)NCc1ccncc1)c1ccc(Cl)c(Cl)c1
  -50% | -5% | 1% | 6% | 0% | 3% | -2% | 6% | -2% | -1% | -14%
> CCC(=O)OCC(=O)Nc1ccc2c(c1)OCO2
  5% | -1% | ? | -7% | 3% | 4% | 1% | 9% | 1% | 10% | 3%
> COC(=O)c1sc(NC(=O)CC(C)C)c(C(=O)OC)c1C
  -11% | 3% | 3% | 3% | 4% | -3% | -4% | -2% | -12% | -11% | 8%
> Cc1sc(NC(=O)CSc2nnnn2C2CCCC2)c(C#N)c1C
  -8% | -3% | 0% | -3% | -2% | 6% | 1% | -9% | 18% | 3% | 7%
> Cc1ccc(NC(=O)CCSc2ccccc2)c(C)c1
  nt | 10% | ? | 26% | ? | nt | 20% | 4% | 22% | -2% | -2%
> CCCCCCCCCCn1cc(C(C)=O)c(=O)[nH]c1=O
  -9% | -6% | 4% | 2% | 0% | -2% | -1% | -3% | 0% | -5% | -13%
> CCCCOc1ccc(/C=C/C(=O)NC2=Nc3ccccc3NC(C)=C2C(=O)OCC)cc1OC
  -33% | -13% | -15% | -3% | -2% | -2% | -6% | 7% | 9% | ? | nt
> O=C(CNC(c1ccccc1)c1ccccc1)Nc1c(F)cccc1F
  -21% | -7% | 4% | 0% | 3% | -3% | -3% | 4% | -1% | 10% | nt
> CSCCC(NC(=O)COc1ccccc1)C(=O)N1CCCCC1 (configuration not stated)
  23% | 0% | 2% | 0% | 4% | 0% | 2% | -14% | 0% | -1% | 1%
> O=C(CCc1ccc(Oc2cc([N+](=O)[O-])cc([N+](=O)[O-])c2)cc1)N1CCCCC1
  -33% | 13µM* | 2% | -3% | -10% | 2% | 0% | 0% | ? | -14% | ?
> O=C1CCCC(=O)N1c1ccc(N2CCOCC2)c([N+](=O)[O-])c1
  1% | 2% | -1% | 5% | -1% | -1% | 2% | -2% | 3% | 9% | ?
> COc1ccc(CCNC(=O)CCCC(=O)n2nc(C)c3ccccc32)cc1OC
  6% | 3% | 1% | -4% | -4% | -9% | -3% | -11% | 3% | -10% | -7%
> CN(C)CCCN(C(=O)COc1ccccc1)c1nc2ccc(F)cc2s1
  25% | -1% | -1% | -7% | 6% | 12% | -2% | 12% | -10% | 7% | 1%
> CCS(=O)(=O)c1ccc(-c2cccc(NC(=O)COc3ccc(Cl)cc3)c2)nn1
  6% | 6% | ? | -3% | 3% | 3% | -2% | 5% | 14% | 16% | -1%
> NC(=S)N/N=C/c1c[nH]c2ccc(OCc3ccccc3)cc12
  1% | 4.5µM* | 21µM* | 0% | -7% | -6% | -2% | -53%[inhibitor] | 5µM* | 4% | -3%
> CCCOc1ccccc1OCC(=O)Nc1cccc(S(=O)(=O)NC2=NCCC2)c1
  -12% | nt | -7% | -44%[inhibitor] | -2% | -5% | 0% | -1% | nt | nt | nt
> CC(=O)N=c1sccn1CC(=O)c1ccc([N+](=O)[O-])cc1
  -20% | 16% | 6% | 12% | 4% | nt | 7% | 0% | -39% | 1% | ?
> COc1cc(/C=C/C(=O)OCc2c(C)noc2C)ccc1OC(F)F
  -44% | 2% | -2% | -2% | -12% | -19% | -4% | -2% | 2% | 10% | 7%
> COc1ccccc1N(C)S(=O)(=O)c1ccc(C(=O)Nc2ncc(C)s2)cc1
  -15% | nt | nt | -1% | -10% | 10% | -2% | 0% | nt | nt | nt
> O=C(COc1ncnc2ccccc12)N1CCN(S(=O)(=O)c2ccc(Cl)cc2)CC1
  -2% | 2% | 0% | -4% | -4% | 0% | 1% | 1% | -1% | -10% | -1%
